# Screening data deposited in PubChem by several laboratories.
# CHOP inhibitor: blocks CHOP induction under ER stress | CHO-K1 CHOP-promoter luciferase, tunicamycin-induced, 15-18 h | inhibition, % at 10 µM | 220,000 tested, 3.8% active;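 active = compounds that reduced the stress-induced luciferase reporter signal by more than about 70% of percent inhibition, limit read from the data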;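 also: 0% = tunicamycin plus vehicle and 100% = wells without tunicamycin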
# NPY Y1 blocker: blocks the human neuropeptide Y Y1 receptor; HEK293-CNG Y1 cells, membrane potential fluorescence; NPY at EC95, then isoproterenol; inhibition, % at 3.6 µM; P25929; 200,000 tested, 1% active;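 active = inhibition above the campaign mean inhibition of all tested compounds plus 3 SD, cut at about 20% in these data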;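 also: 0% = DMSO wells given NPY plus isoproterenol and 100% = isoproterenol alone without NPY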
#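 Benchmarks – high control isoproterenol alone, low control NPY with isoproterenol · Material – HEK293 Y1/CNG channel cell line · Times – dye 3 h, compound 60 min room temperature, stimulation 45 min · Probe or stimulus – NPY (25 nM), isoproterenol (1 µM), Ro 20-1724 (25 µM) · Evaluation – % inhibition of NPY effect · Signal – fluorescence, membrane potential probe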
# PPC-1+TRAIL kill: kills PPC-1 cancer cells in the presence of TRAIL; PPC-1 cells + TRAIL, ATPLite viability luminescence; cell killing (% activity), % at 4 µM; 220,000 tested, 0.41% active;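 active = cell killing above 50% in the first pass at 4 µM, then a duplicate retest at 5 µM averaging 50% or more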;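 also: plate controls were cells with TRAIL plus DMSO for no effect and medium-only wells lacking cells for full effect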
# 14-3-3 Bad inh: disrupts binding of bovine 14-3-3 zeta to phospho-Bad peptide; 220,000 tested, 0.71% active; inhibition, % at 21.7 µM; TR-FRET 14-3-3zeta/Dy647-pBad peptide displacement, 1 h; AID 781; P63103;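 active = inhibition above about 70%, limit read from the data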;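 also: 0% = full 14-3-3 plus peptide FRET controls and 100% = background without 14-3-3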
# Target sequence (P63103 whole entry, looked up): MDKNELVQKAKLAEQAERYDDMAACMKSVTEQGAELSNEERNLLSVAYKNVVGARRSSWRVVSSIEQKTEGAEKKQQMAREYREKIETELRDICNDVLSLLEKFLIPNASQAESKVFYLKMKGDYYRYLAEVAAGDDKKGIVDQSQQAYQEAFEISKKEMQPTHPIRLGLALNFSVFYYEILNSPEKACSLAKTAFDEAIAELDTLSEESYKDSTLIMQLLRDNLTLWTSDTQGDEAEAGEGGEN
# EP2 mod: modulates human prostaglandin E2 receptor EP2 signaling; P43116; induction, % at 25 µM; EP2-expressing cells, cAMP HTRF FRET, PGE2 co-stimulation; 260,000 tested, 0.83% active;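 active = compounds whose cAMP rise, as percent of the full-agonist control response, exceeds 60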;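 also: rat C6 glioma line stably carrying human EP2 under a CMV promoter; the protocol text gives 20 µM as final concentration; 100% = response of wells given 1 µM PGE2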
# NPY1 pot ag: potentiates or activates human NPY-Y1 receptor; P25929; NPY-Y1 expressing cells, potentiator/agonist activation; activation, % at 3.6 µM; 220,000 tested, 0.37% active; in the data active = activation above about 33%, passing the limit was not always enough;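 also: cells stimulated with NPY at EC10 then isoproterenol at EC100; 0% = low agonist plus stimulus and 100% = saturating agonist plus stimulus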
# PGE2 EP2 inh: EP2 receptor (human) inhibition; P43116; C6 glioma cells expressing human EP2, cAMP TR-FRET; cells stimulated with saturating PGE2; inhibition, % at 25 µM; 260,000 tested, 0.52% active;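 active = percent inhibition above 40 after rounding to a whole number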;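 also: rat C6 glioma host cells with rolipram phosphodiesterase inhibitor present; the protocol text gives 20 µM as final concentration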
# TRPML3 agonist: human mucolipin-3 channel agonism | HEK293 TRPML3-YFP, Fluo-8 calcium fluorescence; 100% = the carbachol control signal | Q8TDD5 | activation, % at 3 µM | AID 1448 | 220,000 tested, 0.29% active;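 active = activation above its plate's cutoff, the mean activation of the plate's test wells plus 3 SD, cut at about 12% in these data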;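 also: 0% = DMSO only wells and 100% = carbachol wells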
# Target sequence (Q8TDD5 whole entry, looked up): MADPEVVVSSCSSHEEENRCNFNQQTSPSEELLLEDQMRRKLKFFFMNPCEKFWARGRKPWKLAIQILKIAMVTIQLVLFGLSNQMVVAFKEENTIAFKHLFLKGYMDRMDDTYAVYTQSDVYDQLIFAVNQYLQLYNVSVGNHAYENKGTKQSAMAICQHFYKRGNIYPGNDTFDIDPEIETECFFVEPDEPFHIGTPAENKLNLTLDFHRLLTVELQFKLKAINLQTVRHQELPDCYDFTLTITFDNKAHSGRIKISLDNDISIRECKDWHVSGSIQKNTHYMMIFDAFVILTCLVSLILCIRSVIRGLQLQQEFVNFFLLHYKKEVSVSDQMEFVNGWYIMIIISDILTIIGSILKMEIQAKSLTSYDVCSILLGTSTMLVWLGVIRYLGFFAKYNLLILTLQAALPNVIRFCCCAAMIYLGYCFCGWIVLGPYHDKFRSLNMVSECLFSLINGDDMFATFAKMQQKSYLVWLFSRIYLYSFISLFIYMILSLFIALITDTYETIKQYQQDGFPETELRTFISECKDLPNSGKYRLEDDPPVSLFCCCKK
#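 Material: HEK293 cells stably carrying human TRPML3-YFP; compound dosing: single dose, 3 µM final nominal compound, 0.3% DMSO final; incubation: 1-h 37 °C dye load, 5-s basal, 120-s post-compound reads; technique: Fluo-8 intracellular calcium fluorescence, excitation 470-495 nm, emission 515-575 nm; read-out basis: percent activation from peak-to-basal fluorescence ratio, scaled between DMSO and carbachol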
# TRPN1 ag: zebrafish TRPN1 (NompC) channel agonism. HEK293 zebrafish TRPN1-YFP, Fluo-8 calcium fluorescence; 100% = response to 87 µM carbachol. activation, % at 3 µM. 220,000 tested, 0.18% active. AID 1424;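 active = activation above its plate's cutoff, the mean activation of test wells on that plate plus 3 SD, cut at about 19% in these data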;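 also: 0% = DMSO alone and 100% = 87 µM carbachol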
#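 Material: zebrafish TRPN1-YFP in HEK293 cells; Doses: single test compound dose, 3 µM nominal, 0.3% DMSO; Timing: dye loading 1 h at 37 °C, then 30 min room temperature; Technique: intracellular calcium fluorescence with Fluo-8; Benchmarks: high carbachol 87 µM, low DMSO alone.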
# Active calls of the source: *; / = not tested or not shown; & = joins results of further samples; [ ] = remark or other dose. This is a subset; the hit share may differ from the screen's.
SMILES,CHOP inhibitor,NPY Y1 blocker,PPC-1+TRAIL kill,14-3-3 Bad inh,EP2 mod,NPY1 pot ag,PGE2 EP2 inh,TRPML3 agonist,TRPN1 ag
Cc1ccc2nc(NC(=O)CN(C)S(=O)(=O)c3ccc(Br)s3)sc2c1,102*,-2,0,-6,-50,-6,14,0.6,0.0
Cc1ccc(NC(=O)c2sc(Cl)nc2-c2ccccc2)cc1C,52,1,34,-15[fluorescence artefact?],29,-11,21,-0.5,-1.3
CC(C)c1cc(Br)ccc1OCCN1C(=O)NC(C)(C)C1=O,0,5,5,-2,16,-5,6,0.1,0.7
CN(C)c1ccc(C2OC(=O)C(C)(C)C(=O)C2(C)C)cc1 (centres undefined),-2,0,8,-10,17,14,11,-0.5,-0.3
O=C(NCCCN1CCN(c2ccccc2F)CC1)C1CCN(S(=O)(=O)c2cccs2)CC1,9,8,8,9,-11,-2,10,0.7,4.8
CSCCC(NC(=O)C12CC3CC(CC(C3)C1)C2)C(=O)OCC(=O)c1ccc(Cl)cc1 (centres undefined),75*,0,24,11,16,-9,10,-0.6,-0.1
N#Cc1c(C(F)(F)F)cc(-c2ccccc2)nc1SCCN1CCOCC1,46,13,-7,-3,54&36,-28,5&8,-0.8,-0.5
CC(C)OC(=O)CC1C(=O)NCCN1C(=S)NC(=O)c1ccccc1 (centres undefined),-3,1,12,-3,14,7,5,0.9,1.4
C=CC[n+]1c(-c2ccc(C)cc2)csc1NNC(=O)Nc1ccccc1,76*,-1,8,-5,-46,0,6,0.1,-1.0
O=C(NCC1CCN(C(=O)c2ccc([N+](=O)[O-])cc2)CC1)C(=O)Nc1ccccc1,-1,-3,14,-4,-109,-12,8,0.9,1.3
COCCNC(=S)N/N=C(\C)c1ccc(OC)cc1,21,-1,-4,6[fluorescence artefact?],-8,8,5,0.9,-0.4
NC(=O)CSC1=Nc2ccccc2C2=NC(CCC(=O)NCc3ccc(F)cc3)C(=O)N12 (centres undefined),5,9,9,20,29,0,9,-0.4,1.5
COc1ccc(/C=N/Nc2cc(=O)n(C)c(=O)n2C)cc1OC,-16,-4,1,-3,8,-6,11,0.8,0.6
COc1ccc(C2C(C(=O)c3ccco3)=C(O)C(=O)N2c2nnc(C)s2)cc1 (centres undefined),35,2,-25,-2,3,2,35,1.2,2.9
C=C(C)CSc1nnc(-c2cccc(Cl)c2)n1N,3,5,22,-6,-11,-21,8,0.7,-0.5

# Part of the list above, with two lines to a compound:
# Every second line gives: CHOP inhibitor | NPY Y1 blocker | PPC-1+TRAIL kill | 14-3-3 Bad inh | EP2 mod | NPY1 pot ag | PGE2 EP2 inh | TRPML3 agonist | TRPN1 ag
O=C(NCC1CCN(C(=O)c2ccc([N+](=O)[O-])cc2)CC1)C(=O)Nc1ccccc1
    -1 | -3 | 14 | -4 | -109 | -12 | 8 | 0.9 | 1.3
COCCNC(=S)N/N=C(\C)c1ccc(OC)cc1
    21 | -1 | -4 | 6[fluorescence artefact?] | -8 | 8 | 5 | 0.9 | -0.4

# Following part:
SMILES,CHOP inhibitor,NPY Y1 blocker,PPC-1+TRAIL kill,14-3-3 Bad inh,EP2 mod,NPY1 pot ag,PGE2 EP2 inh,TRPML3 agonist,TRPN1 ag
CCOc1cnn(Cc2ccccc2)c(=O)c1SCc1ccccc1,21,9,-2,-15,26,0,3,-0.8,-4.0
CN(C)S(=O)(=O)Nc1ccccn1,7,/,-13,4,13&-1,8,10&11,-0.3,1.1
COc1ccc(C(=O)Nn2cnc3ccccc3c2=O)c(OC)c1,-20,-4,17,-12,-45,13,/,0.3,2.0
CCn1c2ccccc2c2nnc(SCC(=O)OCN3C(=O)c4ccccc4C3=O)nc21,17,3,8,7,38,11,10,0.7,1.2
COc1ccc(N(C(=O)Cn2nnc3ccccc32)C(C(=O)NCc2ccco2)c2cccnc2)cc1 (centres undefined),10,-3,10,6,18,5,14,0.3,0.3
COc1ccc(N(C(=O)CCl)C(C(=O)NCCc2ccccc2)c2cccs2)cc1 (centres undefined),93*,0,47,31[fluorescence artefact?],16,54*,7,-0.9,-0.1
O=C(O)c1cc(S(=O)(=O)Nc2ccc(N3CCCCC3)cc2)ccc1Cl,16,5,5,-14,34,-17,6,1.2,0.1
CCOC(=O)C1CCCN(c2c(N3CCN(C4CCCCC4)CC3)c(=O)c2=O)C1 (centres undefined),12,1,13,8,7,15,14,0.3,1.9
COc1ccc(N2CCN(c3cc(=O)n(Cc4ccc(F)cc4)c(=O)[nH]3)CC2)cc1,3,3,18,5[fluorescence artefact?],26,12,9,-0.2,-0.3
O=c1cc(CN2CCN(c3ccccc3)CC2)nc2scc(-c3ccccc3)n12,-7,-1,10,5,-39,-32,10,1.9,1.7
Cn1cccc1Cc1nnc(SCC(=O)NCC2CCCO2)n1-c1ccc(F)cc1 (centres undefined),19,1,14,4[fluorescence artefact?],28,17,11,0.0,0.8
C/C(=N\NC(=O)CSCc1ccc(Cl)cc1)c1ccc(NC(=O)c2ccccc2)cc1,-6,4,20,62[fluorescence artefact?],23,-5,12,0.9,-0.7
COC(=O)c1[nH]c2c(c1C)C(=O)CC(c1cccs1)C2 (centres undefined),/,4,22,/,-12,-10,6,26*,1.3
CCCS(=O)(=O)N1CCC(C(=O)NCc2ccccc2Cl)CC1,-16,0,11,-7,-27,-14,11,0.4,-0.2
COc1ccc(OC)c(NC(=O)c2ccc(CSc3nnc(C)s3)cc2)c1,-8,8,18,1,2,-9,3,-1.0,-1.0
COc1ccc(/C=C/C(=O)NC(=S)NCC2CCCO2)cc1 (centres undefined),-1,2,-2,-15,-91,12,3,0.5,0.1
Cc1cc(C)cc(Nc2nc3ccccc3c(=O)[nH]2)c1,48,-3,14,-10,-9,-26,0,0.9,-0.3
Cc1ccc(NC(=O)CSc2n[nH]c(C)c2[N+](=O)[O-])cc1C,28,-7,13,-7,12,-11,8,0.6,-0.2
O=C(c1cccc(Br)c1)N1CCN(C(=O)N2CCCCC2)CC1,14,-4,7,0[fluorescence artefact?],10,19,6,0.1,0.7
O=C(NCc1ccccn1)C1CCN(S(=O)(=O)N2CCC3(CC2)OCCO3)CC1,-13,3,10,-1,27,-14,4,0.8,1.0
C=CCN1C(=O)S/C(=C/c2ccsc2)C1=O,-5,2,23,69[fluorescence artefact?],1,-2,4,-0.8,-0.2
CC(C)COC(=O)c1cc(=O)[nH]c2ccccc12,11,5,6,12,-3,11,4,-0.3,-0.7
Cc1cccn2c(=O)c(C=Nc3ccccc3)c(NCc3ccco3)nc12,-7,3,-8,-4[fluorescence artefact?],15,-9,25,-0.6,-1.5
CCC(=O)N(C1=C(NC(C)C)C(=O)c2ccccc2C1=O)C(C)C,19,-1,11,-14,-28,-6,3,-0.1,0.0
CC(=O)Nc1ccc(S(=O)(=O)N2CCSC2C(=O)O)cc1 (centres undefined),9,0,9,4[fluorescence artefact?],-2,11,5,1.1,2.1
O=C(COc1ccc(-c2nnco2)cc1)N1CCN(S(=O)(=O)c2ccc3ccccc3c2)CC1,27,-1,7,0[fluorescence artefact?],-51,-6,6,-1.0,-0.3
COc1nc(C)ccc1-c1noc(-c2ccco2)n1,8,0,22,4,4,-2,1,-0.8,-0.6
CC1=Nn2c(nnc2-c2ccco2)SC1,-14,2,0,5,13,12,2,-0.1,0.1
CC12CCC(C(=O)Nc3ccncc3)(CC1O)C2(C)C (centres undefined),-7,/,0,-1,5,-9,11,0.8,1.2
Cc1ccc(C(C)n2cc(C(=O)NCc3ccccn3)nn2)cc1 (centres undefined),30,3,6,0,-44,-3,3,1.9,1.8
COc1ccc(C(=O)c2ccc(N(C)C)cc2)c(OC)c1,/,-1,5,-9,-19,-5,6,-0.5,0.4
CC(c1ccccc1F)n1cc(C(=O)NCCc2ccco2)nn1 (centres undefined),14,1,0,1,8,15,23,-0.6,-0.7
CCOC(=O)c1csc(NC(=O)CSc2nnnn2-c2ccc(OC)cc2)n1,20,11,9,-10[fluorescence artefact?],-15,-15,10,1.1,0.3
Brc1ccc(-c2nc(N/N=C/c3cccnc3)c3ccccc3n2)cc1,74*,13,88*[5 µM],38[fluorescence artefact?],-12,10,17,0.1,1.7
CCc1nnc(NC(=O)CSc2ncc(-c3ccccc3)n2C)s1,-4,4,5,7,3,13,5,-1.2,-1.9
O=C(CSc1nnc(CNc2ccc(F)cc2)n1Cc1ccccc1)NCc1ccco1,11,4,7,-4,-1,1,10,-0.4,-0.6
CC(OC(=O)c1ccc([N+](=O)[O-])s1)C(=O)Nc1ncc(Cl)cc1Cl (centres undefined),-76,-1,3,7[fluorescence artefact?],-20,-20,17,0.6,0.1
Clc1cccc(Cl)c1CO/N=C/c1c(-c2ccccc2)nc2n1CCS2,54,-1,14,1,-41,15,12,0.7,0.5
Cc1ccc(C(=O)Nc2nc(-c3ccc([N+](=O)[O-])cc3)cs2)o1,48,6,14,62,-17,-16,12,0.7,0.2
Cc1cccc2[nH]c3c(N4CC=C(c5ccc(F)cc5)CC4)ncnc3c12,20,/,3,0,-34,-18,5,-0.8,-1.1
O=C(Cn1c(CC(=O)N2CCCC2)nc2ccccc21)NCc1ccccc1,21,-6,19,-4,8,-9,6,0.3,-0.1
FC(F)(F)c1cc(Oc2ccccc2)ncc1-c1nnc(-c2ccccc2Cl)o1,25,/,-15,4,18,-48,11,0.7,0.2
CN(C)C(/C=C/Nc1ccc(F)cc1F)=C(C#N)C#N,7,-3,-4,-11,10,22,10,-0.7,-0.3
COCCOC(=O)C1=C(C)N=c2s/c(=C\c3cccs3)c(=O)n2C1c1cccs1 (centres undefined),5,3,11,-6,29,-3,5,0.1,0.5
CCOc1cccc(-c2nnc(SCC(=O)Nc3ccc(OC)c(OC)c3)n2N)c1,23,5,2,-1,-3,-5,6,0.4,0.1
Cc1cc(/N=C/N(C)C)on1,25,2,18,-10,0,2,4,0.0,-1.4
CCc1ccc(NC(=O)N(CCN2CCOCC2)C2CCN(C(C)=O)CC2)cc1,0,-1,-9,11,2,3,7,0.1,0.2
CNC(=O)c1cc2cc(OC)ccc2n1CCN(Cc1ccccc1)Cc1ccccc1,31,10,-1,41[fluorescence artefact?],25,-15,12,0.4,-0.7
O=c1c(-c2ccc(O)cc2)coc2cc(OC3OC(CO)C(O)C(O)C3O)ccc12 (centres undefined),-5,8,28,-8,11,-3,10,0.6,2.6
Cc1cc(C)cc(NC(=O)CN2CCC(NC(=O)Cc3ccccc3)CC2)c1,8,-3,9,-16,-28,-18,9,0.1,-1.2
COc1ccc(N2CCN(C(C)C(=O)N3CC(C)OC(C)C3)CC2)cc1 (centres undefined),12,1,16,41,16,23,5,0.8,-1.6
Cc1ccc(CS(=O)(=O)c2nc3c(c(N(C)C)n2)CCCC3)cc1,17,2,0,-10,6,-10,5,-1.0,-0.9
